Screens as filed in PubChem.
PhoP GFP inhibition: PhoP regulon inhibitors, Salmonella typhi PhoP promoter GFP reporter, confirmatory (AID 1850) | Salmonella Typhi PhoP-promoter GFP reporter, fluorescence, 4 h; higher % means a stronger effect | inhibition, % at 50 µM; hits with a dose series show IC50 in µM | actives 0.33% (n = 310,000); in the data active means a potency from the dose series; inconclusive means inhibition mostly from about 25% at the one dose, without a potency; inactive means the rest, 99 in 100 with inhibition below about 19%;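 further: 0% = induced wells with vehicle and 100% = uninduced wells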
influenza NS1A: H1N1 influenza NS1A inhibitors, functional cell based assay (AID 504329); NS1A functional cell-based assay, percent inhibition; higher % means a stronger effect; inhibition, % at 12.5 µM, or IC50 in µM where a hit was titrated; actives 0.3% (n = 340,000); in the data active means a potency from the dose series; inconclusive means inhibition above about 27% without an active follow-up result; further: strong numbers were not always called active
VEEV TC-83 Vero: inhibitors of VEEV TC-83 cytopathic effect, confirmation, Vero cells (AID 588727). Vero cells, VEEV TC-83 cytopathic effect inhibition; higher % means a stronger effect. inhibition, % at 20 µM; hits with a dose series show IC50 in µM. actives 0.13% (n = 350,000); in the data active means a potency from the dose series; inconclusive means inhibition mostly from about 14% at the one dose, without a potency; inactive means the rest, 99 in 100 with inhibition below about 12%; further: strong numbers were not always called active
tuberculosis growth: growth inhibition of non-replicating M. tuberculosis (AID 488890); actives 0.39% (n = 320,000); Mycobacterium tuberculosis non-replicating, growth inhibition; higher % means a stronger effect; one-dose inhibition, % at 25 µM; IC50 in µM for titrated hits; in the data active means a potency from the dose series; inconclusive means inhibition mostly from about 82% at the one dose, without a potency; inactive means the rest, 99 in 100 with inhibition below about 76%;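 further: plate controls were DMSO cells for no effect and high antibiotic wells for full effect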
M. tuberculosis HTS: M. tuberculosis growth inhibition, HTS (AID 449762). M. tuberculosis H37Rv growth inhibition, 7H9 media; higher % means a stronger effect. one-dose inhibition, % at 25 µM; IC50 in µM for titrated hits. actives 0.59% (n = 330,000); in the data active means a potency from the dose series; inconclusive means inhibition above about 70% without an active follow-up result;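 further: bacterial growth assessed after seven days of incubation; strong numbers were not always called active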
Active calls of the source: *; i = inactive; u = inconclusive; x = not tested or not shown.

SMILES | PhoP GFP inhibition | influenza NS1A | VEEV TC-83 Vero | tuberculosis growth | M. tuberculosis HTS
CCc1cc(Cn2nc(-c3ccccc3)cc2C(=O)NCCOC)on1 | -9% | 7% | i | 6% | 0%
Cc1cc(C(=O)N=Nc2c(O)n(C)c3ccccc23)c(C)o1 | -8% | -3% | 4.3% | -4% | 6%
CCN(C(=O)CN1C(=O)/C(=C/c2ccccc2)SC1=S)C1CCS(=O)(=O)C1 (stereo unspecified) | -2% | 4% | 6.6% | 4% | 1%
O=C(CSc1oc(-c2ccco2)nc1S(=O)(=O)c1ccc(F)cc1)NCC1CCCO1 (stereo unspecified) | 17% | 0% | 0.5% | 8% | 7%
O=C(NC1CCN(C(=O)Nc2ccccc2Cl)CC1)c1ccco1 | 4% | 5% | 0.2% | -20% | -1%
O=C(Cc1ccc(-n2cccc2)cc1)NC1CCCCCC1 | 3% | 29% | i | x | -1%
CCCC[C@@H]1CCCO[C@@](C(=O)NCc2ccccn2)(C(F)(F)F)C1 | -3% | -15% | i | -2% | 4%
COc1ccc(-c2cnc(SCC(=O)Nc3ccc4c(c3)OCO4)n2Cc2ccco2)cc1 | x | 1% | 2.2% | x | x
CCCCNC(=O)c1cc2ccccc2s1 | -7% | 1% | 0.3% | u | 8%
COc1cccc(-c2nc(CS(=O)(=O)CC(=O)Nc3ccc(C(C)=O)cc3)c(C)o2)c1 | 0% | -1% | 4.6% | 12% | 9%
O=C(COC(=O)c1ccc(NS(=O)(=O)c2cccs2)cc1)NCC1CCCO1 (stereo unspecified) | -15% | 11% | 1.4% | -8% | 11%
O=C(O)/C(CC(=O)c1ccc(Cl)cc1)=N/Nc1ccc([N+](=O)[O-])cc1[N+](=O)[O-] | 1% | -4% | i | 5% | 3%
c1cncc(-c2nc(NCc3cccs3)c3ccccc3n2)c1 | 7% | -8% | 2.0% | 17% | -5%
Cc1ccc2nc(C)cc(Nc3ccc([N+](=O)[O-])cc3)c2c1 | 8% | x | u | 35% | 36%
CC(=O)c1ccc(COC(=O)Cc2ccc([N+](=O)[O-])cc2)cc1 | 4% | -2% | 0.5% | u | 2%
CC(=O)N1CCN=C1SCc1cccc(C(F)(F)F)c1 | 4% | 0% | 2.6% | 3% | -2%
CC(=O)COc1ncnc2c(Cl)cc(Cl)cc12 | 0% | -9% | 0.5% | -6% | -8%
O/N=C1/CCSc2ccccc21 | -4% | 5% | 2.4% | 2% | -7%
CCOc1ccccc1NC(=O)C(OC(=O)c1ccc(N(C)C)cc1)c1ccccc1 (stereo unspecified) | -1% | -11% | 9.9% | 17% | 1%
CCc1nc(C)cc2c1sc1ccccc12 | -1% | x | i | 16% | 4%
O=C(c1c(F)cccc1F)N1CCN=C1SCc1ccccc1 | -21% | -4% | 5.9% | 29% | 8%
CCC(c1nnc(SCC(=O)NC23CC4CC(CC(C4)C2)C3)o1)N(C)C (stereo unspecified) | 0% | -16% | 2.7% | 28% | -7%
CN(C(=O)c1ccccc1C(=O)OCC(=O)Nc1ccc(S(N)(=O)=O)cc1)c1ccccc1 | 9% | -1% | 2.1% | 2% | 3%
CCOC(=O)c1ccc2ncc(-c3ccccc3)nc2c1 | x | 6% | 6.5% | x | x
Cc1ccc(/C=C(\C#N)C(=O)Nc2c(C)cccc2C)s1 | -17% | 14% | 1.3% | 9% | 42%

(next part)
SMILES | PhoP GFP inhibition | influenza NS1A | VEEV TC-83 Vero | tuberculosis growth | M. tuberculosis HTS
O=C(CSc1nnc(-c2ccco2)o1)NC1CCCCCC1 | 0% | -14% | 0.4% | u | 0%
NC(N)=Nc1nc2ccc([N+](=O)[O-])cc2[nH]1 | 0% | 10% | 0.4% | 29% | 5%
COC(=O)CSc1ncnc2c1sc1nc(-c3ccco3)c3c(c12)CC(C)(C)OC3 | -6% | x | x | 29% | -2%
CCOc1ccc(S(=O)(=O)NCCC(=O)NC(C)CCc2ccccc2)cc1 (stereo unspecified) | 5% | -7% | 2.6% | 10% | 0%
Cc1cccc(CSC(=N)N)c1 | -6% | -5% | 3.2% | 7% | -6%
O=C(OCC1CCC=CO1)C1CCC=CO1 (stereo unspecified) | x | -1% | i | x | x
O=C(NCC1CCCO1)C(C(=O)c1ccc(F)cc1)n1ccccc1=O (stereo unspecified) | -7% | 5% | 0.7% | -11% | -17%
NC(=O)c1ccc(Nc2ccc([N+](=O)[O-])cc2[N+](=O)[O-])cc1 | 8% | -3% | 6.3% | 37% | 48%
O=C(C1CCCCN1S(=O)(=O)c1ccccc1[N+](=O)[O-])N1CCCCC1 (stereo unspecified) | 0% | 6% | 0.1% | 9% | 4%
COc1cccc(C(=O)N2CCN(C(=O)C3CCCO3)CC2)c1 (stereo unspecified) | x | -6% | 1.4% | -19% | -1%
COCCCNC(=O)c1ccc2c(=O)n(C3CCCC3)c(=S)[nH]c2c1 | -12% | 1% | 0.7% | 0% | -19%
O=C(CCn1nnc2ccccc21)Nc1nnc(Cc2ccc(F)cc2)s1 | -2% | -3% | i | 0% | 0%
Cc1cc(-c2ccccc2)[nH]c(=O)c1C#N | 0% | 0% | 0.9% | -13% | -4%
Cc1noc(C)c1COc1cccc(C(=O)OCC(=O)N2CC(=O)Nc3ccccc32)c1 | -1% | 3% | 1.8% | 10% | 0%
O=C(CN1C2CCCC1CC(NC(=O)c1ccccc1)C2)NC1CC1 (stereo unspecified) | 8% | -7% | i | -5% | 5%
COn1c(=O)c(=O)n(O)c2ccccc21 | -10% | 2% | 1.5% | -1% | 8%
O=C(C[C@H]1C/C=C/CC[C@H](Cc2ccc(F)cc2)C(=O)O[C@H](c2ccccc2)CNC1=O)NCCO | x | -25% | 0.8% | 17% | 0%
Cc1cn(CCC(=O)Nc2ccc(N3CCOCC3)cc2)c2ccccc12 | -1% | 1% | 1.2% | 11% | -3%
Oc1ccc(/C=N/N(c2ccccc2)c2ccccc2)c(O)c1O | 5% | 48µM* | i | -3% | 6%
COC(=O)C1CN(C(=O)C(C)Oc2ccccc2F)c2ccccc2O1 (stereo unspecified) | 0% | -4% | i | -18% | -6%
CCCOC(=O)c1ccc(OCC(O)CN2C(=O)NC(C)(C)C2=O)cc1 (stereo unspecified) | -7% | -3% | i | 9% | -4%
Cc1ccc(/C=C/C(=O)c2ccccc2)cc1 | 11% | -8% | i | u | u
Cc1ccc(S(=O)(=O)N2CCN(C(=S)NCC3CCCO3)CC2)cc1 (stereo unspecified) | 1% | -3% | 3.6% | -15% | -9%
Cc1ccc(CNC(=O)CCCc2ccccc2)cc1 | -4% | -15% | 2.4% | 16% | -4%
CCC1(C)Cc2nc3[nH]c(=S)n(-c4ccc(C)cc4)c(=O)c3cc2CO1 (stereo unspecified) | 7% | 2% | 1.2% | -13% | 0%

The results go on:
SMILES | PhoP GFP inhibition | influenza NS1A | VEEV TC-83 Vero | tuberculosis growth | M. tuberculosis HTS
O=C(NCc1ccccc1Cl)C1CCN(S(=O)(=O)c2ccc(F)cc2)CC1 | 3% | 12% | 4.7% | 5% | -3%
C=CCN1C(=O)C(C)NC1=S (stereo unspecified) | x | -6% | 1.3% | x | x
O=[N+]([O-])c1ccc(N2CCN(CC3CCCCC3)CC2)cc1 | -7% | 4% | i | 72% | -3%
O=c1cc(O)n(-c2ccccc2)c(=S)[nH]1 | -7% | -2% | i | -5% | 1%
CC(C)CN(C(=O)COC(=O)c1ccc([N+](=O)[O-])o1)C1CCS(=O)(=O)C1 (stereo unspecified) | -2% | -4% | 0.2% | 26% | 8%
Cc1cccc2cc(C3CC(c4cccs4)=NN3S(C)(=O)=O)c(Cl)nc12 (stereo unspecified) | 13% | -3% | 2.9% | 19% | -9%
Cc1ccc2sc(NC(=O)c3ccc(N4C(=O)CCC4=O)cc3)nc2c1C | -6% | 6% | i | x | 4%
CN1C(=O)Cc2cc(S(=O)(=O)Nc3ccc(N4CCOCC4)cc3)ccc21 | 11% | -10% | 1.2% | 1% | 1%
CN(C)C(=O)CS(=O)(=O)c1ccc(Cl)cc1 | 1% | -18% | 3.8% | -10% | -11%
COc1ccc(C(=O)CC(=O)C(=O)Nc2cc([N+](=O)[O-])ccc2OC)cc1 | -31% | 17% | 0.5% | 2% | -6%
O=C(COc1ccccc1[N+](=O)[O-])NCC1(N2CCOCC2)CCCCC1 | x | -7% | 7.8% | 3% | 6%
Cc1ccccc1CSCC(=O)NCc1ccco1 | -12% | 2% | 0.2% | 63% | 2%
Cc1sc2ncnc(N3CCC(C(=O)Nc4nc(-c5ccc(F)cc5)cs4)CC3)c2c1C | 5% | 0% | 12% | 22% | 60%
O=C(N/N=C(\Cc1ncc[nH]1)c1ccccc1)c1ccncc1 | 6% | 2.5µM* | 0.2% | 75% | u
COc1ccccc1NS(=O)(=O)c1cccc(C(=O)N/N=C(\C)c2ccc3c(c2)OCCO3)c1 | 9% | 4% | i | 28% | 9%
Cc1ccc(SCC(=O)O/N=C(\N)c2cccnc2)cc1 | 0% | 17% | i | x | -2%
O=C(O)CSc1cccc2cccc(C(=O)O)c12 | x | -14% | 0.1% | x | -4%
O=C(CNC(=O)c1ccccc1)N/N=C/c1ccccc1Cl | -2% | 10% | 2.5% | 1% | 1%
CCOC(=O)CN1C(=O)N[C@@H](c2cccc(C(F)(F)F)c2)C(C(C)=O)=C1C | -18% | -12% | i | 6% | 2%
O=C(NCCc1ccccc1)c1cc2sccc2n1Cc1ccccc1 | 1% | 3% | 1.3% | 7% | -1%
O=S(=O)(Nc1ccccc1)c1ccc(-c2cnc(C3CC3)o2)cc1 | -3% | 7% | i | 14% | 2%
COc1cc(=O)[nH]c(SC(C)C(=O)Nc2cccc3ccccc23)n1 (stereo unspecified) | 3% | 8% | 0.5% | -6% | 3%
CC1(C)Cc2c(C#N)c(N3CCN(C(=O)c4ccccc4)CC3)nc(-c3ccco3)c2CS1 | -12% | 20% | 3.2% | 17% | 1%
Cn1c(=O)c2[nH]c(C3CC=CCC3)nc2n(C)c1=O (stereo unspecified) | x | -22% | 1.4% | x | x
O=C(O)c1cccc2nc3ccccc3nc12 | -6% | -2% | 1.2% | 45% | 23%

Carrying on.
SMILES | PhoP GFP inhibition | influenza NS1A | VEEV TC-83 Vero | tuberculosis growth | M. tuberculosis HTS
CC(=O)Nc1ccc(NC(=O)CNC(=O)c2sc3ccccc3c2Cl)cc1 | -2% | -7% | 0.1% | -1% | 7%
O=C(Nc1nc(-c2ccccn2)cs1)C12CC3CC(CC(O)(C3)C1)C2 | -6% | 25% | 4.2% | u | u
O=C1CN=C(c2cccc(Br)c2)c2cc(Br)ccc2N1 | 5% | 3% | 4.1% | 14% | -6%
CC1CCCC(NC(=O)c2nn(C)c3c2CS(=O)(=O)c2ccccc2-3)C1C (stereo unspecified) | -2% | -5% | 9.4% | 4% | 3%
COc1ccc(Cl)cc1S(=O)(=O)n1c([N+](=O)[O-])cnc1C | 1% | -1% | 0.6% | -6% | 1%
Cc1ccccc1OCC(=O)NCC(c1ccco1)N1CCCCC1 (stereo unspecified) | -5% | -11% | i | 19% | 2%
CN1CCN(C(=O)Nc2ccccc2)CC1 | 3% | -4% | 1.3% | -7% | 4%
COc1ccccc1CNC(=O)Cn1nnc(-c2ccncc2)n1 | -20% | 4% | 0.3% | x | -5%
CCc1cccc(CC)c1NC(=S)N1CCn2cccc2C1c1ccncc1 (stereo unspecified) | 12% | -7% | i | -2% | -4%

Grouped by structure, the entries above with fluorine
SMILES | PhoP GFP inhibition | influenza NS1A | VEEV TC-83 Vero | tuberculosis growth | M. tuberculosis HTS
O=C(CSc1oc(-c2ccco2)nc1S(=O)(=O)c1ccc(F)cc1)NCC1CCCO1 (stereo unspecified) | 17% | 0% | 0.5% | 8% | 7%
CCCC[C@@H]1CCCO[C@@](C(=O)NCc2ccccn2)(C(F)(F)F)C1 | -3% | -15% | i | -2% | 4%
CC(=O)N1CCN=C1SCc1cccc(C(F)(F)F)c1 | 4% | 0% | 2.6% | 3% | -2%
O=C(c1c(F)cccc1F)N1CCN=C1SCc1ccccc1 | -21% | -4% | 5.9% | 29% | 8%
O=C(NCC1CCCO1)C(C(=O)c1ccc(F)cc1)n1ccccc1=O (stereo unspecified) | -7% | 5% | 0.7% | -11% | -17%
O=C(CCn1nnc2ccccc21)Nc1nnc(Cc2ccc(F)cc2)s1 | -2% | -3% | i | 0% | 0%
O=C(C[C@H]1C/C=C/CC[C@H](Cc2ccc(F)cc2)C(=O)O[C@H](c2ccccc2)CNC1=O)NCCO | x | -25% | 0.8% | 17% | 0%
COC(=O)C1CN(C(=O)C(C)Oc2ccccc2F)c2ccccc2O1 (stereo unspecified) | 0% | -4% | i | -18% | -6%
O=C(NCc1ccccc1Cl)C1CCN(S(=O)(=O)c2ccc(F)cc2)CC1 | 3% | 12% | 4.7% | 5% | -3%
Cc1sc2ncnc(N3CCC(C(=O)Nc4nc(-c5ccc(F)cc5)cs4)CC3)c2c1C | 5% | 0% | 12% | 22% | 60%
CCOC(=O)CN1C(=O)N[C@@H](c2cccc(C(F)(F)F)c2)C(C(C)=O)=C1C | -18% | -12% | i | 6% | 2%
